Screens from PubChem BioAssay.
PTPN22 act = LYP phosphatase activators, primary screen, biochemical, DiFMUP fluorescence, 2 µM; recombinant LYP; 0 = plate median, 100 = signal doubled; activation, % at 2 µM; actives 0.11% (n = 96,000); AID 697, 2007;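 active means activation at 2 µM above a set limit, the mean plus 5 SD, cut at about 37% in these data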
PTK2B oligo ant = antagonists of Pyk2 self-association, primary screen, Q293 cells, FERM NanoBiT luminescence, HTS. active compounds read low. z-score (the deposit names both 25 µM and 10 µM). actives 0.83% (n = 99,000). Protein-tyrosine kinase 2-beta (Homo sapiens), Q14289;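 active means Z-score of -3 or lower, scaled per plate to the spread of control and sample wells; inactive means z-score above -3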;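 further: negative z-score means lost luminescence so less FERM oligomerization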
hDAT+cocaine = changed hDAT dopamine uptake under cocaine IC80, either direction, primary screen, cocaine antagonist project, cell-based, LLC-PK1 hDAT, [14C]-dopamine uptake, MLSMR; B-score at 10 µM; actives 1.3% (n = 110,000); LLC-PK1 hDAT cells, [14C]-dopamine uptake with cocaine IC80; actives deviate in either direction;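 active means Z score or B-score, a plate-position-corrected score, falls beyond the plate's 99.7% confidence bounds, in either direction; inactive means both scores lie inside the 99.7% bounds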;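 further: scored against the spread of the other compound wells on the same plate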
Target sequence (Q01959 whole entry, looked up): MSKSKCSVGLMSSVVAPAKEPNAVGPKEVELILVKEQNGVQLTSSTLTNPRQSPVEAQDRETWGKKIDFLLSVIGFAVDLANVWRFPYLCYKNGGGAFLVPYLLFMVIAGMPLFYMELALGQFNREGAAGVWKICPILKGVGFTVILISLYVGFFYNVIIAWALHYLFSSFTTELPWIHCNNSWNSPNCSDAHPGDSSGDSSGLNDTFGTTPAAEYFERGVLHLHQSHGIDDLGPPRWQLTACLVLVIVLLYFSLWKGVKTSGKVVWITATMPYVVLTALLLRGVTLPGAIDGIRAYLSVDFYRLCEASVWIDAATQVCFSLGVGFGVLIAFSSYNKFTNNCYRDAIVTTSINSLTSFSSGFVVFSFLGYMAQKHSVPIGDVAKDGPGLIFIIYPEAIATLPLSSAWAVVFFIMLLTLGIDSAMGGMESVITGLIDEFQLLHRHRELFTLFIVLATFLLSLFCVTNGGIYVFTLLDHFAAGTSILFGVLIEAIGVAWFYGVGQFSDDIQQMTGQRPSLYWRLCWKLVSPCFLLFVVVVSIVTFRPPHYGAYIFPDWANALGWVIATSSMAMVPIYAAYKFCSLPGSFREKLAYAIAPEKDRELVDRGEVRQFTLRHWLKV
CYP2C9 activ = human CYP2C9 activators, primary screen, biochemical, luminescence; Cytochrome P450 2C9 (Homo sapiens), P11712; recombinant CYP2C9, luciferin-H conversion; active compounds read high; factor 1 = untreated enzyme, 0 = blocked; activation factor at 5 µM; actives 1.4% (n = 96,000);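 active means activation factor of 2 or more for CYP2C9 at a 5 µM dose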;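 further: 0 = sulfaphenazole-blocked wells and 1 = vehicle-only wells; values of inactives mirror those of a sister screen read the other way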
Target sequence (P11712 whole entry, looked up): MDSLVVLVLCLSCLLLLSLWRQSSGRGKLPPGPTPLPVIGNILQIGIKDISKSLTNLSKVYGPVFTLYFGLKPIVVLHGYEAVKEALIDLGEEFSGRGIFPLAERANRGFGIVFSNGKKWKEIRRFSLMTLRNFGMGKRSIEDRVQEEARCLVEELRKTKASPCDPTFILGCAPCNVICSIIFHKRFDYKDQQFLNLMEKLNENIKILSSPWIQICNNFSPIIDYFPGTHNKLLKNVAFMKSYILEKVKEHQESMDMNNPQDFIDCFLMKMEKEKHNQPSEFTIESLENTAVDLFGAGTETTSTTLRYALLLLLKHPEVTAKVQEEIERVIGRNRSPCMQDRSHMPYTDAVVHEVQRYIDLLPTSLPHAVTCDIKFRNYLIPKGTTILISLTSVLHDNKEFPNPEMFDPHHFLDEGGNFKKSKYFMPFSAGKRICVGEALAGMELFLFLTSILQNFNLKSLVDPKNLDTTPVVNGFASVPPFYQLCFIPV
PostGolgi ctrl = growth inhibition of yeast control strain, primary screen, counter-screen for post-Golgi transport modulator project; actives 5% (n = 98,000); inhibition, % at 10 µM; efflux-deficient yeast background strain, growth absorbance A615, 16 h
CYP2C9 inhib = blockers of cytochrome P450 2C9 activity – biochemical, luminescence, ADME assay, primary screen; P11712; CYP2C9 Supersomes, luciferin-H conversion; inhibition, % at 5 µM; actives 20% (n = 96,000); AID 777, 2007;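 active means blocking of liver enzyme CYP2C9 beyond about 50% at 5 µM, limit read from the data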; further: values of inactives mirror those of a sister screen read the other way
Ecoli WT expand = growth inhibitors of wild-type E. coli, primary screen, strain BW25113, expanded library, OD600; OD600 absorbance; growth inhibition, % at 100 µM; actives 0.15% (n = 98,000); AID 710, 2007;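 active means growth inhibition above about 50% at one test dose, limit read from the data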;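 further: growth measured after 20 h incubation at 37 °C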
LYP inh 2 = PTPN22 phosphatase inhibitors, primary screen, biochemical, DiFMUP fluorescence, 2 µM | AID 640, 2007 | actives 0.21% (n = 96,000) | Tyrosine-protein phosphatase non-receptor type 22 (Homo sapiens), Q9Y2R2 | inhibition, % at 2 µM | recombinant LYP catalytic domain;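 active means inhibition at 2 µM at or above a set limit, the screen mean plus 3 SD, cut at about 24% in these data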;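 further: 0% = DMSO with enzyme and 100% = enzyme fully blocked by orthovanadate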
PostGolgi yeast = phenotypic screen on post-Golgi transport, primary screen; post-Golgi transport phenotypic cell assay; inhibition, % at 10 µM; actives 0.9% (n = 98,000);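 further: yeast cells grown in 1536-well plates; yeast grown about 18 h at 30C before absorbance read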
The depositor's hits bear a star; / = no result given. Unless noted, no stated cut-off is given here; in the data, active means inhibition above about 30%; inactive means the rest.

SMILES	PTPN22 act	PTK2B oligo ant	hDAT+cocaine	CYP2C9 activ	PostGolgi ctrl	CYP2C9 inhib	Ecoli WT expand	LYP inh 2	PostGolgi yeast
C/C(=N\N=C(/N)SC1CC(=O)N(c2ccccc2)C1=O)c1cccs1 (centres undefined)	0	-0.59	1.7	0.4	3	56*	1	2	7
COCCn1c(SCC(=O)Nc2ccc3c(c2)OCCO3)nnc1-c1c[nH]c2ccccc12	10	-1.3	-0.0058	0.4	-8	58*	10	-12	5
O=C(COc1ccc(S(=O)(=O)N2CCOCC2)cc1)Nc1ccc2c(c1)OCCO2	0	0.95	-0.076	0.8	14	24	-12	-1	-3
CCOc1ccc(-c2nc(C#N)c(N3CCN(Cc4ccccc4)CC3)o2)cc1	0	/	0.92	0.3	24	67*	-19	-1	-5
C=CCn1c(SCCN2CCCCC2)nc2c1c(=O)[nH]c(=O)n2C	8	/	0.0013	0.8	4	16	5	-12	-5
CCNc1nnc(-c2ccc(C)cc2)o1	-3	0.94	0.4	0.8	26	19	14	1	1
COc1ccc(N2CCN(C(=O)CCCn3c(=O)[nH]c4cc(Cl)ccc4c3=O)CC2)cc1	3	1.6	0.073	0.5	15	53*	-10	-3	6
O=c1c2ccccc2ncn1Cc1ccco1	-6	-0.5	-0.87	0.8	5	16	3	5	-8
CC(C)NS(=O)(=O)c1ccc(OCC(=O)Nc2ccc3c(c2)OCCO3)cc1	-8	1.1	-0.21	0.6	3	41	-5	8	4
CCOC(=O)Cc1cc(=O)n2[nH]c(-c3ccccc3)cc2n1	1	1.8	0.32	/	/	/	/	-4	/
Cc1cc(=O)n2[nH]c(-c3ccc(F)cc3)cc2n1	8	2.7	-1.1	1	1	-3	5	-10	6
Cc1ccc(Cn2c(=O)n(CCC(=O)NCc3ccc4c(c3)OCO4)c(=O)c3ccccc32)cc1	-1	0.92	0.7	0.6	12	38	0	4	8
CCCCOc1ccc(C(=O)N/C(=C\c2cccc([N+](=O)[O-])c2)C(=O)OCCC)cc1	-10	-0.06	/	1	-2	3	-23	12	-2
COc1cccc(C2C(C(C)=O)=C(O)C(=O)N2Cc2ccco2)c1 (centres undefined)	16	-0.75	-0.19	0.9	3	10	-5	-13	4
CCCC/S(CC1CC1(Cl)Cl)=N\S(=O)(=O)c1ccc(C)cc1 (centres undefined)	-6	-0.6	-2	0.9	0	6	4	6	-6
CC(NC(=O)C(CC(=O)OC(C)(C)C)NC(=O)OC(C)(C)C)C(N)=O (centres undefined)	2	0.15	-0.2	0.9	2	8	-5	-3	0
CCCCNC(=O)CCn1c(=S)[nH]c2cc3c(cc2c1=O)OCO3	0	0.46	-0.25	0.6	9	36	0	4	-4
Nc1nc2ccccc2n1C(=O)CCc1ccccc1	5	1.6	-0.22	0.9	-4	5	-11	-2	0
CC1CCC(N2CC(=O)N(Cc3ccc4c(c3)OCO4)C(c3ccc(F)cc3)C2=O)CC1 (centres undefined)	9	-1.9	0.63	0.6	15	40	-13	-9	0
CCOC(=O)c1ccc(Nc2nnc3nc(C)cc(C)n23)cc1	0	0.04	0.91	1	9	0	-8	3	15
Cc1cc(=O)oc2cc(OCC#N)ccc12	7	/	-0.3	1.2	-5	-16	-2	-9	0
CC(=O)NC12CC3CC(C1)CC(C(=O)OCC(=O)c1ccc4c(c1)OCCO4)(C3)C2	6	0.34	1.3	0.9	-8	6	2	-8	2
CCOC(=O)N1CCN(c2ncnc3nc[nH]c23)CC1	/	/	1.7	1	0	1	8	/	-9
CC(C)NC(=O)CSc1nc2ccccc2c(=O)n1CCCOC(C)C	1	0.56	0.7	0.5	-8	54*	0	-4	-6
O=C1N=C(c2ccccc2)C(c2ccccc2)N1 (centres undefined)	0	0.2	-0.34	1	15	-4	1	-1	2

Other compounds
SMILES	PTPN22 act	PTK2B oligo ant	hDAT+cocaine	CYP2C9 activ	PostGolgi ctrl	CYP2C9 inhib	Ecoli WT expand	LYP inh 2	PostGolgi yeast
COc1ccc(S(=O)(=O)NCCC(=O)NC(C)c2ccccc2)cc1 (centres undefined)	-5	0.41	-0.066	1.9	1	-94	3	3	-2
CCC(=O)Nc1nc(-c2ccccc2)ns1	-4	-0.23	0.47	/	/	/	/	5	/
CN1CCN(C(=O)c2ccc(N(Cc3ccc(Cl)cc3)S(C)(=O)=O)cc2)CC1	-3	-0.78	-0.085	0.8	-1	22	0	2	7
Cc1ccc(S(=O)(=O)N2CCN(C(=O)CSc3nnnn3C)C2)cc1	-1	-0.26	0.18	1.1	4	-8	0	4	-7
COc1ccc(C(=O)CSc2nnc(C(CO)NC(=O)c3ccc(OC)cc3)n2C)cc1 (centres undefined)	4	2.1	-0.68	0.3	10	71*	-12	-4	3
c1ccc2nc(N3CCOCC3)cnc2c1	2	0.68	/	1.1	6	-5	-3	-5	3
CC1CCCC(C)N1C(=O)CSc1nnnn1-c1cccc2c1CCCC2 (centres undefined)	-4	-0.54	0.69	1.3	2	-34	3	6	0
c1coc(-c2nnc(NC3=NCCC3)o2)c1	10	-0.49	0.029	1.1	7	-11	3	-13	9
CCCC(O)(c1ccc(OC)cc1)C(CN(C)C)c1ccccc1 (centres undefined)	0	1.6	-1.8	1.1	-4	-8	-7	-2	1
O=C(Nc1ccc(Cl)cc1)c1cccnc1N1CCCCC1	-2	-0.29	-0.84	0.2	24	78*	1	1	3
Cn1nc(C(F)(F)F)c(C(=O)Nc2ccc(F)cc2F)c1Oc1cccc(Cl)c1	-7	-0.33	0.21	0.8	10	22	-16	10	0
COc1cc(S(=O)(=O)N2CCC(N3CCCCC3)CC2)ccc1-n1cnnn1	4	-1.1	-0.13	1	-7	-1	-1	-5	0
CN(CC(=O)N1CC(=O)N(CCc2ccccc2)C(=O)C1)S(=O)(=O)c1cccc2nsnc12	0	1	-0.43	0.8	0	25	1	-1	-6
COc1ccc2c(c1OC)C(=O)OC2CC(=O)O (centres undefined)	8	0.77	-0.23	1.1	22	-6	-1	-8	-3
Cc1csc(NC(=O)C2COc3ccccc3O2)n1 (centres undefined)	0	-0.02	1.2	0.5	27	48	10	-3	3
COC(=O)c1cc(OC)c(OC)cc1NC(=O)CSc1nnc(-c2cccnc2)n1C	4	1.9	0.81	/	4	/	4	-6	0
N#CC1=C(N)N(c2ccccc2)C(=O)C1	3	-0.06	-0.45	1.6	19	-62	3	-3	3
COc1ccc2oc(=O)c(C(=O)NCc3cccnc3)cc2c1	4	0.08	-0.58	/	/	/	/	-2	/
COC(=O)c1ccc(CSc2nnc3c(Cl)cc(Cl)cn23)o1	0	1.7	0.18	1	8	3	-3	-2	4
O=C(c1ccco1)N1CCN(c2nc(C3CC3)nc3sc4c(c23)CCCC4)CC1	0	-1.3	0.2	0.3	15	70*	-11	-1	12
O=S(=O)(N1CCOCC1)n1cnc2ccccc21	4	0.74	-0.087	1	-6	-4	4	-3	-5
CNc1oc(Cc2ccccc2)nc1S(=O)(=O)c1ccc(Cl)cc1	5	-1.1	0.29	0.8	17	22	3	-6	-4
CCC(C)C(=O)Nc1nc2c(s1)C(=O)CC(C)(C)C2 (centres undefined)	7	/	0.3	0.9	25	8	-1	-8	-3
COc1ccc2nc3sc(C(=O)N4CCN(C)CC4)cc3cc2c1	/	-0.56	/	1.2	10	-16	5	/	-7
CC(=O)c1cc(-c2ccccc2)[nH]c1N1CCOCC1	17	-0.12	-0.17	0.5	12	48	1	-15	-5

Later entries:
SMILES	PTPN22 act	PTK2B oligo ant	hDAT+cocaine	CYP2C9 activ	PostGolgi ctrl	CYP2C9 inhib	Ecoli WT expand	LYP inh 2	PostGolgi yeast
COCCCNC(=O)CCN1C(=O)COc2ccccc21	-2	1.2	-0.41	1.1	4	-12	7	-1	-2
Cc1ccccc1OCC(=O)NC(=S)Nc1ccc(N2CCOCC2)c(Cl)c1	5	0.53	-0.65	1	-1	-3	-9	0	1
Cc1cc(S(=O)(=O)NCc2ccco2)c(C)s1	5	-0.24	-0.79	1.1	3	-11	10	-4	-2
COc1cc(NC(=O)c2ccco2)c(OC)cc1NC(=O)CSc1ncc(-c2ccc(F)cc2)[nH]1	-2	-1.8	-1.4	1	13	0	1	5	-18
c1ccc(Cc2nnc(N3CCOCC3)c3ccccc23)cc1	-5	0.47	0.99	0.7	45*	34	7	6	1
COc1ccc(S(=O)(=O)N[C@@H](Cc2ccc(Cl)cc2)C(=O)N2CC[C@@]3(O)CCCC[C@H]3C2)cc1	4	-0.08	0.92	0.7	8	31	21	-1	3
N/C(=N\OC(=O)C1CCCCC1)c1ccccn1	19	-0.42	-0.37	0.8	2	20	6	-16	0
CCOc1ccc(-c2cc(C(=O)O)c3ccccc3n2)cc1	-3	-0.2	1.4	0.4	-3	57*	-10	4	2
COc1ccc(NC(C)=O)cc1NC(=O)CSc1nnc(-c2ccc(F)cc2)n1N	8	0	-0.94	1	-5	5	3	-7	21
COC(=O)c1cc(C(=O)OC)n(Cc2ccc(Br)cc2)n1	7	0.02	-0.01	0.4	-2	58*	9	-8	9
Cc1sc2ncn(CC(=O)N(CC(=O)NC3CCCC3)Cc3cccs3)c(=O)c2c1C	/	-1.3	0.85	0.4	10	56*	-9	/	1
Nc1nc(-c2ccc3c(c2)CCCC3)cs1	/	-0.04	1.2	0.9	7	7	4	/	-7
Cc1cccc(C(=O)N2CCN(c3ccc(C(F)(F)F)cn3)CC2)c1C	6	0.67	0.46	0.6	22	39	8	-5	0
CCOC(=O)c1c(NC(=O)Nc2cccc(Cl)c2)sc(C)c1C	-4	-0.15	0.0071	1.2	-3	-18	-20	3	-5
CO/N=C/NC(=O)NOCc1ccc(Cl)cc1Cl	2	-0.04	-1.3	0.9	20	14	4	-6	3
CCCNC(=O)C(=O)Nc1ccc(N(C)C)cc1	2	0.26	-0.73	/	/	/	/	-3	/
CCc1nc(SCC(=O)c2cc(C)ccc2C)n[nH]1	1	-0.49	-0.43	1.6	0	-60	-1	-2	9
O=C(COC(=O)c1ccco1)c1ccc2ccccc2c1	-5	0.05	0.44	0.7	6	27	0	7	-5
O=C(C1CCC(CNS(=O)(=O)c2cccc3cccnc23)CC1)N1CCCC1 (centres undefined)	8	/	0.58	1.3	-5	-28	6	-9	17
CC1CCN(c2nc3c(c(=O)[nH]c(=O)n3C)n2Cc2ccccc2)CC1	1	/	0.28	0.8	10	17	1	-2	-1
Cc1ccc(C)c(S(=O)(=O)NC(CCC(N)=O)C(=O)O)c1 (centres undefined)	1	0.18	-1.1	1.2	/	-19	/	-4	/
CCCc1sc(N/N=C/c2ccccn2)nc1-c1ccc(Br)cc1	-7	-0.42	-0.36	/	/	/	/	9	/
CC(=O)Nc1cc2c(cc1C(=O)C(C)C)OCCO2	2	-0.75	0.86	0.9	-3	5	4	-1	-8

A second format for 5 compounds above.
Under each structure – PTPN22 act, PTK2B oligo ant, hDAT+cocaine, CYP2C9 activ, PostGolgi ctrl, CYP2C9 inhib, Ecoli WT expand, LYP inh 2, PostGolgi yeast
> CC1CCN(c2nc3c(c(=O)[nH]c(=O)n3C)n2Cc2ccccc2)CC1
  1, /, 0.28, 0.8, 10, 17, 1, -2, -1
> Cc1cc(S(=O)(=O)NCc2ccco2)c(C)s1
  5, -0.24, -0.79, 1.1, 3, -11, 10, -4, -2
> Cc1ccc(C)c(S(=O)(=O)NC(CCC(N)=O)C(=O)O)c1 (centres undefined)
  1, 0.18, -1.1, 1.2, /, -19, /, -4, /
> COc1ccc(NC(C)=O)cc1NC(=O)CSc1nnc(-c2ccc(F)cc2)n1N
  8, 0, -0.94, 1, -5, 5, 3, -7, 21
> Cc1ccccc1OCC(=O)NC(=S)Nc1ccc(N2CCOCC2)c(Cl)c1
  5, 0.53, -0.65, 1, -1, -3, -9, 0, 1

Compounds as they come. About 24% of those tested had a hit in this group.
